Growth percent in the NCI-60 one-dose screen (48 h, 10 µM unless noted): 100 = growth as untreated, 0 = no growth, -100 = all killed.
T-47D – T-47D breast cancer; 5% of 79,000 active
BT-549 – BT-549 breast cancer; 4.4% of 78,000 active
LOX IMVI – LOX IMVI melanoma | 7.4% of 79,000 active | AID 1794757
MCF7 – MCF7 breast cancer | AID 1794796 | 6.3% of 82,000 active
HS 578T – HS 578T breast cancer; 4.1% of 78,000 active
MALME-3M – MALME-3M melanoma; 5.8% of 78,000 active; AID 1794766
UACC-62 – UACC-62 melanoma | 5.4% of 81,000 active
UACC-257 – UACC-257 melanoma | 4.4% of 78,000 active
* hit, by the source's call; nt = no result given; & = joins results of further samples. The calls were made as follows: active = growth percent below 10; inactive = the rest. Random draw from the library; 11% or so of the library scored in one or more.

Every second line gives: T-47D	BT-549	LOX IMVI	MCF7	HS 578T	MALME-3M	UACC-62	UACC-257
Cc1ccc(S(=O)(=O)CS(=O)(=O)c2ccc(C)cc2)cc1
 : 107&109	110&104	100&103	92&101	114&106	95&119	102&94	97&93
CCOC(=O)c1ccc(N/C=C/C(=O)c2ccccc2)cc1
 : 85	114	96	88	113	107	87	108
Clc1cccc(Cn2cc(CSc3nc4ccccc4o3)nn2)c1
 : 88	99	101	93	99	118	95	99
CCN(CC)CC(O)CNc1ccnc2cc(Cl)c(Cl)cc12 (stereo unspecified)
 : 93	89	74	80	103	nt	93	101
O=C(O)CCC(=O)c1ccc(F)cc1
 : 83	103	100	96	101	101	96	102
CCOc1cc(/C=N\NC(N)=S)ccc1O
 : 99	99	98	96	96	103	92	110
Nc1nnc(-c2ccc(OCc3nnc(-c4ccc(Cl)cc4)o3)cc2)s1
 : 102	94	94	88	98	111	89	106
NS(=O)(=O)c1ccc(Nc2nc(N/N=C/c3c[nH]c4ccccc34)nc(Nc3ccccc3)n2)cc1
 : 35	49	-11*	19	42	46	38	63
C=CC(=O)NCCSSCCNC(=O)C=C
 : 97	105	102	101	108	110	101	95
N#Cc1ccc(/C=N/Nc2ncc(-c3cc4cc5c(cc4o3)OCO5)s2)cc1
 : 94	113	98	93	115	103	91	101
COc1cc(C2CC(c3cc(OC)c(OC)c(OC)c3)=NN2c2ccccc2)ccc1OCc1ccccc1 (stereo unspecified)
 : 89	nt	111	87	106	109	85	105
Cc1ccc(C2=Nn3c(Cc4ccccc4)nnc3SC2)cc1
 : 69	84	87	76	101	101	70	103
CC(=O)CC(=O)N(c1ccccn1)c1ccccn1
 : 98	100	102	101	111	91	102	103
COc1cccc(-c2cc(-c3ccc(NS(=O)(=O)c4ccc(C)cc4)cc3)[nH]c(=O)c2C#N)c1
 : 75	88	89	92	76	96	64	106
COc1ccc(-c2nnc(SCC(=O)Nc3ccc(C(=O)/C=C/c4ccccc4)cc3)o2)cc1
 : 93	97	75	35	91	97	80	106
O=C(N/N=C/c1ccccc1Cl)c1cc(-c2nc3ccccc3[nH]2)nc2ccccc12
 : 79	99	111	76	109	105	91	116
CCCCCCCCCC(C)(O)C#CC(C)(O)CCCCCCCCC (stereo unspecified)
 : 86	113	105	96	98	90	91	107
COc1cc(C2CC(=O)Nc3c(-c4ccccc4)nsc32)cc2c1OCO2 (stereo unspecified)
 : 84	90	90	99	93	90	96	103
Cc1cc(C)nc(NS(=O)(=O)c2ccc(NCc3coc4ccccc4c3=O)cc2)n1
 : 92	102	nt	86	105	98	93	116
CCC(=O)Cc1ccncc1
 : 110	97	100	89	103	106	105	100
COc1ccc(-c2ccc3cc(C(=O)Nc4ccc(O)c(C(=O)/C=C/c5cc(OC)c(OC)c(OC)c5)c4)ccc3c2)cc1
 : 85	102	81	87	102	nt	71	98
Cc1cc(C)n(/N=C/c2ccccc2O)c(=O)c1C#N
 : 97	100	106	94	122	140	102	107
O=C(Oc1ccc[nH]c1=O)c1cccc(Cl)c1
 : 99	88	91	94	154	104	95	113
CC1CCCN1Cc1nc2ccc(NC(=O)c3ccc(-c4ccncc4)cc3)cc2[nH]1 (stereo unspecified)
 : 80	90	104	77	119	71	85	79
O=C(CN1CCN(c2cc3c(cc2F)c(=O)c(C(=O)O)cn3C2CC2)CC1)N/N=C/c1c[nH]c2ccccc12
 : 86	96	96	73	95	106	92	87
CC1C2CCC(C2)C1CNCC1C2CCC(C2)C1C (stereo unspecified)
 : 86	113	89	78	99	95	92	114
O=c1c2ccccc2nc(CN2CCCCC2)n1/N=C/c1ccc(Cl)cc1
 : 101	107	100	91	111	107	100	105
COc1ccc(C2=CC(c3cc(OC)c(OC)c(OC)c3)NC(=S)N2)cc1OC (stereo unspecified)
 : nt	94	88	102	101	130	87	108
O=Cc1cccc(C(=O)O)c1O
 : 95	91	95	100	nt	81	95	97
CCN(CC)C(=O)C(c1ccccc1)c1ccccc1
 : 67	97	95	93	97	98	nt	101

Next section:
structure	T-47D	BT-549	LOX IMVI	MCF7	HS 578T	MALME-3M	UACC-62	UACC-257
OCC(O)C(Cl)CCl (stereo unspecified)	nt	105	99	99	90	86	89	95
CCN(CC)CCOc1cc(C)ccc1C	126	nt	97	93	109	135	98	109
COc1ccc(N2C(=O)C(=S)N(c3ccc(C)cc3)C2=O)cc1	83	81	93	86	95	105	90	85
O=C1c2c(O)ccc(Cl)c2C(=O)c2c(O)ccc(Cl)c21	99	100	98	99	110	111	104	108
COC1CCN(Cc2ccc3c(NNC(=O)c4cnccn4)nc4cc(F)ccc4n23)C1 (stereo unspecified)	24	52	6.0*	14	69	49	21	-3.0*
COc1ccc(CCNCCCOc2cc3c(Nc4ccc(S(=O)(=O)Nc5nccs5)cc4)ncnc3cc2OC)cc1OC	100	113	100	101	99	104	101	108
CC(=O)OC12C=C(C)C(C3C(=O)OC(=O)C31)C(C)(C)C2 (stereo unspecified)	103	108	100	94	105	115	106	96
CCCn1nc(C(=O)N2CCCCC2)c2c1CCC(N(C)Cc1ccc(F)cc1)C2 (stereo unspecified)	91	90	99	95	96	106	102	104
COc1cccc(C(=O)Nc2cccc(-c3cc(=O)c4ccccc4o3)c2)c1	72	41	75	66	27	59	82	90
Cc1ccc(C(=O)c2ccc(CCc3ccc(C(=O)c4ccc(C)cc4)cc3)cc2)cc1	65	nt	91	82	99	103	68	101
C=C1SC(=Nc2ccccc2Cl)N(C(=O)c2sc3ccccc3c2Cl)C12CCCCC2	36	92	77	32	75	82	60	89
COC(=O)c1[nH]nc(OC)c1C1(C(C#N)c2nc3ccccc3s2)CCCc2ccccc21 (stereo unspecified)	84	88	95	85	99	101	80	101
COC1C/C(=N\OC(C)=O)C2OC(c3ccccc3)OCC2O1 (stereo unspecified)	93	117	104	101	108	94	105	101
FC(F)(F)c1ccc2c(c1)Sc1ccccc1N2	78	93	104	95	85	100	85	112
C=CC(O)CN(C)C (stereo unspecified)	98	101	104	97	109	108	103	nt
CCCCOCCOCCOC(=O)Cc1ccc(OC)c(OC)c1	103	108	98	100	101	97	103	88
Cc1ccc(O)c(C=O)c1	88	117	109	103	112	111	91	87
COC(=O)c1cc2oc(/C=N/NC(=O)c3cc4oc5ccccc5c4[nH]3)cc2n1C	108	113	119	93	84	103	102	93
C1CCCCCc2c(-c3n[nH]c4c3CCCCCCCCCC4)n[nH]c2CCCC1	100	120	84	96	115	104	107	110
C=CCn1c(SCC(=O)Nc2ccc(C(=O)/C=C/c3ccc(Cl)cc3)cc2)nnc1-c1ccc(OC)c(OC)c1	71	83	85	43	87	105	73	94

2 entries picked at random from those above:
structure	T-47D	BT-549	LOX IMVI	MCF7	HS 578T	MALME-3M	UACC-62	UACC-257
CCN(CC)CCOc1cc(C)ccc1C	126	nt	97	93	109	135	98	109
COc1ccc(CCNCCCOc2cc3c(Nc4ccc(S(=O)(=O)Nc5nccs5)cc4)ncnc3cc2OC)cc1OC	100	113	100	101	99	104	101	108

Some values from the list:
Value for COC(=O)c1cc2oc(/C=N/NC(=O)c3cc4oc5ccccc5c4[nH]3)cc2n1C under UACC-62: 102
Value for CCN(CC)CCOc1cc(C)ccc1C under LOX IMVI: 97
Value for COC(=O)c1[nH]nc(OC)c1C1(C(C#N)c2nc3ccccc3s2)CCCc2ccccc21 (stereo unspecified) under MALME-3M: 101
Value for C1CCCCCc2c(-c3n[nH]c4c3CCCCCCCCCC4)n[nH]c2CCCC1 under MALME-3M: 104

Continued.
structure	T-47D	BT-549	LOX IMVI	MCF7	HS 578T	MALME-3M	UACC-62	UACC-257
CC1CCCCN1CCCNC(=O)N/C(N)=N/c1nc2ccccc2s1 (stereo unspecified)	57	56	nt	-9.9*	nt	-93*	-84*	-87*
COC(=O)[C@]12CCC(C)(C)C[C@H]1[C@H]1C(=O)C[C@@H]3[C@@]4(C)CC[C@H](O)C(C)(C)[C@@H]4CC[C@@]3(C)[C@]1(C)CC2	nt	100	82	84	101	108	70	85
COC(=O)[C@H](Cc1ccc(O)cc1)NC(=O)[C@@H](OC)[C@@H]1Cc2cc3cc(OC4CC(OC5CC(O)C(O)C(C)O5)C(O)C(C)O4)c(C)c(O)c3c(O)c2C(=O)[C@H]1OC1CC(OC2CC(OC3CC(C)(O)C(O)C(C)O3)C(O)C(C)O2)C(O)C(C)O1 (stereo partly specified)	4.6*	-37*	-31*	8.1*	-9.2*	-43*	-53*	2.4*
Cc1cccc(-n2c(C)nc3ccc(NC(=O)NCCCl)cc3c2=O)c1	103	101	96	86	99	115	103	97
CCOC(=O)c1c2c(c(C)n1C)-c1nn(C)cc1CC2	98	97	90	94	nt	125	80	110
CC1NCC(=O)N1O (stereo unspecified)	104	90	96	96	120	83	104	96
CS(=O)(=O)c1ccc(-n2nc(-c3ccc(Oc4ccccc4)cc3)ccc2=O)cc1	69	88	93	88	91	105	69	nt
CC(C)C(C(=O)O)N1C(=O)CSC1=S (stereo unspecified)	97	103	96	90	100	100	99	95
O=c1[nH]c2c3cccnc3cc(-c3cccc(Cl)c3)c2c2ncccc12	66	79	74	85	78	111	88	119
Cc1ccc(C2CC(c3ccc(Nc4ccnc5cc(Cl)ccc45)cc3)=NN2C=O)cc1 (stereo unspecified)	38	57	34	35	62	46	37	80
CCNC(=O)NNC(=O)c1ccncc1	102	114	103	112	102	133	108	107
CC(=C(c1ccc(OCCCN(C)C)cc1)c1ccc(OCCCN(C)C)cc1)c1ccc(Cl)cc1	75	109	77	38	82	86	101	100
C[C@@]1([N+](=O)[O-])CC2C=CC1C2 (stereo partly specified)	95	91	100	96	100	93	99	107
CCCSc1ccc(NC(=S)Nc2ccc(OCCC(C)C)cc2)cc1	99	119	96	104	116	93	85	98
O=C(CBr)Nc1ccc(C(=O)O)c(O)c1	107	nt	100	98	nt	106	101	92
Nc1ncn([C@@H]2O[C@H](CO)[C@@H](O)C2(F)F)c(=O)n1	76	54	35	21	90	68	47	78
Cc1nc2n(c1C(=O)N(C(=O)c1c(C)nc3n1CCS3(=O)=O)c1ccccn1)CCS2(=O)=O	110	99	97	90	92	104	92	101
O=C(N/N=C\c1ccc(-c2ccc(Br)cc2)o1)c1cc2oc(-c3cccc(C(F)(F)F)c3)cc2[nH]1	101	nt	86	90	81	97	108	-48*
COc1cc(-n2cc(COc3ncnc4sc5c(c34)CCCC5)nn2)cc(OC)c1OC	42	81	81	85	80	84	61	83
Cc1ccc(CCCO)cc1	101	112	99	98	96	92	105	101
Nc1c(C(=O)N/N=C/c2cccc(OCc3ccccc3)c2)cnn1CC(O)c1ccccc1 (stereo unspecified)	36	88	64	77	92	91	60	80
Nc1nc(N)c2c(n1)NC(c1ccc3c(c1)OCO3)CC(c1ccc(Cl)cc1)=N2 (stereo unspecified)	220	107	94	88	104	110	90	118
O=C1CC(=O)N(CCc2ccccn2)C(=O)N1CCc1ccccn1	78	104	95	95	108	88	107	102
NC(=O)c1ncn(C2OC(COP(=O)(O)O)C(O)C2O)c1N (stereo unspecified)	104	106	109	93	104	101	97	125
CCCSC(=O)Nc1ccc(Cc2ccc(NC(=O)SCCC)cc2)cc1	99	99	nt	104	109	101	103	96

High-throughput results deposited in PubChem by NCI.
